Assay outcomes as filed in PubChem BioAssay.
KDM5B inh: KDM5B demethylase inhibition. Q9UGL1. AID 1347165. KDM5B demethylase, FDH-coupled NADH fluorescence (FDH is formaldehyde dehydrogenase). 2.6% of 220,000 active. Potency, µM (series often up to 57.7 µM), inactives show at the top dose activity change, negative = inhibition, most hits filed as inhibitors; active = well fitted inhibition curve with a large enough effect; inconclusive = small, poorly fitted or top-dose-only effect; inactive = no such curve, though single readings can be large or run the other way; note: 0% is about no effect; nearly all actives have a fitted effect of over 70% in size
Target sequence (Q9UGL1 whole entry, looked up): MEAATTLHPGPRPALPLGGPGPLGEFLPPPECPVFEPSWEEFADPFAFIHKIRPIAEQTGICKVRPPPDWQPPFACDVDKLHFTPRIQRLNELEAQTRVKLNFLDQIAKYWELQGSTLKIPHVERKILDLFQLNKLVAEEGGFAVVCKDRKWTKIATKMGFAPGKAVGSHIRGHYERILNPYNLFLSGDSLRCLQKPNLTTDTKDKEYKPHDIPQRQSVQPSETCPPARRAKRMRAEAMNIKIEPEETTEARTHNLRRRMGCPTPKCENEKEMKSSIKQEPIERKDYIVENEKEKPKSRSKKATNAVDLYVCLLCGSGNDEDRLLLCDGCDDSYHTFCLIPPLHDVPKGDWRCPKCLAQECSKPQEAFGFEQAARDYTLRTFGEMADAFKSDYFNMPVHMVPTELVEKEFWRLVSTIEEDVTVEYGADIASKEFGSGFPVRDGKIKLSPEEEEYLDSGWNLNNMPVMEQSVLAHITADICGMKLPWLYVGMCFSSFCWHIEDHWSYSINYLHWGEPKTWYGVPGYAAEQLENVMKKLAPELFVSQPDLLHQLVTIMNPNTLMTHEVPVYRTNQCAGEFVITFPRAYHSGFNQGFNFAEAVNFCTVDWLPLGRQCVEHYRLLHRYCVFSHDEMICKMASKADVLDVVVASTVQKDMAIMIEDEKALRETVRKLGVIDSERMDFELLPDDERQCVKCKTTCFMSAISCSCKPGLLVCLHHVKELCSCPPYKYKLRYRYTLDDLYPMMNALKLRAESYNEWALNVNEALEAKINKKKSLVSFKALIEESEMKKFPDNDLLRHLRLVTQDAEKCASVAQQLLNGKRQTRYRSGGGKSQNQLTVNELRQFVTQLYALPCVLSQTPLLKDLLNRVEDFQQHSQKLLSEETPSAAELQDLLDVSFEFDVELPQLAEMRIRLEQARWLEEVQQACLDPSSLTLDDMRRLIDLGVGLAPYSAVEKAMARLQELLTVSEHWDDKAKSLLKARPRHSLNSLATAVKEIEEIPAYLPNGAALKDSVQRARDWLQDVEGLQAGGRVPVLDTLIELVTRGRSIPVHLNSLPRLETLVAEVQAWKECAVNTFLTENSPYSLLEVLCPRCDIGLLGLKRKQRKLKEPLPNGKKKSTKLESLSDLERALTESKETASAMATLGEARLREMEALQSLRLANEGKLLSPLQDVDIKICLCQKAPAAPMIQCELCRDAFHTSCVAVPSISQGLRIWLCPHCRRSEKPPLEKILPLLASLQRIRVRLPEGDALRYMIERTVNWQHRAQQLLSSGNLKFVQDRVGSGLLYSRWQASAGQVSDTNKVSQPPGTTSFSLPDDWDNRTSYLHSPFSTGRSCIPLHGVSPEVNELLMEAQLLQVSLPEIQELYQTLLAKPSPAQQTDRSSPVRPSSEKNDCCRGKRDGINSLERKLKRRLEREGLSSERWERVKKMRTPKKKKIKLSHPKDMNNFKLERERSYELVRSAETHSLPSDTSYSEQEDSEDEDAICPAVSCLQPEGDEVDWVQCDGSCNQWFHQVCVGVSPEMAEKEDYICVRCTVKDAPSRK
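Measured: NADH fluorescence change, 30 min, RT. System: KDM5BΔAP 200 nM final, H3K4me3 peptide, α-KG, Fe(II), ascorbate, NAD⁺ plus FDH, pH 7.5 HEPES. Compounds: titrated, 10 min pre-incubation with enzyme.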
* = called active by the depositor; ? = inconclusive; [ ] = dose if it differs, or a comment. Potency is the fitted concentration of half-maximal effect.

SMILES	KDM5B inh
O=C(CC1CC2CCC1C2)NCc1cccnc1 (stereo not drawn)	4%
CN(C)S(=O)(=O)c1ccc2c(c1)nnn2CCNC(=O)Nc1ccc(Cl)cc1	0%
O=C(c1nc(-c2ccc(Cl)nc2)c2cnccn12)N1CCOCC1	?
CN(C(=O)CN1CCN(Cc2ccc(C#N)cc2)CC1)c1ccccc1C(=O)NCc1ccco1	-22%
C[C@H]1[C@@H]2[C@@H](O)C([C@H](C)C(=O)NCc3ccccc3)CC[C@@]2(C)CC[C@@H]1NC(=O)c1ccccc1 (stereo partly drawn)	-8%
CN(Cc1noc2c1CCCC2)Cc1nnc(C2CC(N)C2)n1C (stereo not drawn)	29%
CC(=O)N1CCCc2cc(S(=O)(=O)N3CCCC(C(=O)Nc4cc(Cl)ccc4C)C3)ccc21 (stereo not drawn)	15%
O=C1CC(=O)CC(c2ccc(F)cc2)C1	16%
COc1ccc(OCC(=O)Nc2cccc3ncccc23)cc1	-3%
O=C1CC(c2ccccc2)N(C(=O)C2CC2)CCCN(C(=O)Nc2ccccc2F)CCN1 (stereo not drawn)	-20%
C[S+](=O)([O-])c1ccc(-c2ncc3c(n2)OCCN(c2ccccc2)C3=O)cc1	10%[86.2 µM]
CC1=C(c2ccc(C)c(C)c2)S(=O)(=O)N(Cc2ccc(C(=O)NC(C)c3ccccc3)cc2)C1=O (stereo not drawn)	?
COc1ccc(-c2coc3cc(OCC(=O)NC(C)c4ccccc4)ccc3c2=O)cc1OC (stereo not drawn)	-13%
Cc1cccc(NC(=O)Cn2c(-c3cnccn3)nc(C)c(C)c2=O)c1C	-12%
COC(=O)c1cc2n(n1)CC(C)(C(=O)NC1CCC(C)CC1)N(CCc1cccs1)C2=O (stereo not drawn)	-7%
CCCS(=O)(=O)N1CC(=O)N(c2cccc(Cl)c2)C(C)(C(=O)NC2CCCCC2)C1 (stereo not drawn)	-15%
CCn1nccc1C(=O)N1CC(Oc2cccc(-c3nc(C)no3)c2)C1	3%
O=C1CSc2ccc(C(=O)Nc3ccccc3)cc2N1	10%
CCOc1ccc(NC(=O)C(C)Nc2ccc3oc(C)nc3c2)cc1 (stereo not drawn)	?
CC(=O)Nc1ccc(/C(C)=N\OC(C)C(=O)Nc2cccc(C)c2)cc1 (stereo not drawn)	12%
O=C(NCCc1cccnc1)c1cccc2c1CCN2C(=O)Nc1ccc(F)cc1	-15%
NC(=O)Cc1c[nH]c2ncc(-c3ccc(Oc4ccccc4)cc3)cc12	?
CC(C)S(=O)(=O)N1CCC2(CC1)CC1C(=O)NCCN1C2 (stereo not drawn)	?
Cc1cc(C)cc(NC(=O)COC(=O)c2nn(C)c(=O)c3ccccc23)c1	13%
Cn1ccc(C(=O)N2CCC3(CC2)CC(=O)N(C/C=C/c2ccccc2)C3)n1	30%

Of the compounds above, these have an aryl methoxy group.
SMILES	KDM5B inh
COc1ccc(OCC(=O)Nc2cccc3ncccc23)cc1	-3%
COc1ccc(-c2coc3cc(OCC(=O)NC(C)c4ccccc4)ccc3c2=O)cc1OC (stereo not drawn)	-13%

The list goes on:
SMILES	KDM5B inh
O=C(c1ccc(F)cc1)N1CCN(c2cc(-c3ccc(F)cc3)[nH]n2)CC1	-11%
CC(C)c1ccc(NC(=O)CCS(=O)(=O)c2cccc3nonc23)cc1	-8%
CCc1cccc(NC(=O)N2CCC(OC3CCN(Cc4ccccc4)CC3)CC2)c1	-12%
Cc1cc(C)nc(Sc2ccc(N)cc2)n1	6%
Cn1c(SCC(=O)Nc2cccc(F)c2)nc2c(=O)[nH]cnc21	11%
Cc1ccc(-c2ccc3nnc(CNC(=O)Cc4cccc(Cl)c4)n3n2)cc1	?
COc1ccc(Cl)cc1C(=O)N1CCC2(CC1)NC(=O)N(c1cccc(F)c1)N2	-1%
Cc1cc(C(=O)N2CCC(c3n[nH]c(=O)n3Cc3ccccc3)CC2)on1	36%
CC(C)(C)c1[nH]c2c(F)cc(F)cc2c1C=O	-21%
Cc1ccc(C)c(N2CCN(C(=O)CCc3c(C)nc4c(c3C)c(=O)n(C)c(=O)n4C)CC2)c1	-5%
CSCC[C@H](N)C(=O)N1CCC2(CCC(=O)N(Cc3ccccc3)C2)CC1	4%
CCCn1c2ccccc2c2cnn(CC(=O)N3CCN(c4ccccc4)CC3)c(=O)c21	?
CC(C)Oc1ccc(/C=C/C(=O)NCC2COc3ccccc3O2)cc1 (stereo not drawn)	-6%
CNC(=O)N1CCC(C2CCN(C(=O)c3cnn(C)c3)C2)CC1 (stereo not drawn)	-17%
Cc1ccc2c(CSc3nnc(NC4CC4)s3)cc(=O)oc2c1	-1%
CC(NCCc1ccccc1)C(C)C(c1ccccc1)c1ccccc1 (stereo not drawn)	17%
COc1ccc(C(CC(=O)Nc2ccc(C)cn2)N2Cc3ccccc3C2=O)cc1OC (stereo not drawn)	21%
COc1ccc(S(=O)(=O)N2CCOC2CNC(=O)C(=O)NCCN2CCOCC2)cc1C (stereo not drawn)	-15%
O=C(NCC(O)c1ccc(F)c(F)c1)c1ccc(=O)[nH]c1 (stereo not drawn)	-7%
CSCCC(NC(=O)c1ccc2ccccc2n1)C(=O)NC(C)C (stereo not drawn)	-10%
CCC(=O)Oc1ccc2oc(-c3ccc(OC)cc3)cc(=O)c2c1	?
COc1ccccc1CC(=O)N1CCC[C@H]1c1nc(-c2ccc(OC)c(OC)c2)no1	1%
CN1CCCN(C(=O)c2cn3ccnc(-c4ccccc4)c3n2)CC1	?
COCC1CN(C(C)=O)CC12CCN(Cc1c[nH]c3ccc(OC)cc13)CC2 (stereo not drawn)	9%
CCOC(=O)C1=C(CNCc2ccccc2)NC(=O)NC1c1ccccc1 (stereo not drawn)	-10%

(further entries)
SMILES	KDM5B inh
c1ccc(CCCc2noc(-c3ccc(N4CCOCC4)nc3)n2)cc1	35µM*
C/C(=N/OCc1ccc(C(N)=O)cc1)c1cc2ccccc2o1	-6%
CCCN(CCC)S(=O)(=O)NCc1ccnc(OCc2ccccc2)c1	-2%
Cc1c(N)ccc(-n2nc3ccccc3n2)c1C	0%
CC(C)c1ccc(NC(=O)C2CCN(S(=O)(=O)c3ccc(Br)s3)CC2)cc1	-12%
O=c1c2ccccc2c(-c2ccccc2)nn1Cc1nc(-c2ccc(Br)cc2)no1	6%
CN1CCOC(CNCc2cnc(C(C)(C)C)s2)C1 (stereo not drawn)	25%
CC(=O)Nc1cccc(NC(=O)CSc2cn(CC(=O)N3CCOCC3)c3ccccc23)c1	-2%
COc1ccc(C(=O)Nc2nc(-c3ccccn3)cs2)cc1S(=O)(=O)N1CCOCC1	?
CCCn1c(C)cnc1CC1CCCN(S(=O)(=O)c2cc(OC)ccc2OC)C1 (stereo not drawn)	-6%
O=C1NC(C(=O)Nc2cccc(Cl)c2)Cn2cccc21 (stereo not drawn)	-20%
CN(C)[C@@H]1CN(C2CCCC2)CC[C@@H]1CO	-7%
CC(=O)N1CCN(c2ccc(NC(=O)COc3ccc(Cl)cc3C)cc2Cl)CC1	11%
CCn1cc(S(=O)(=O)N2CCC(c3noc(-c4cccnc4)n3)C2)cn1 (stereo not drawn)	9%
Cc1ccc(Nc2nc(N)c(C(=O)c3ccccc3Cl)s2)c(C)c1	-15%
CC(=O)Oc1ccc2c(=O)c(-c3nc4ccccc4s3)c(C)oc2c1	8%
O=S(=O)(c1ccc(-c2cc(C(F)(F)F)on2)s1)N1CCN(c2cccc(Cl)c2)CC1	-69%
CC(=O)N1CCc2c(sc3c2c(=O)n(-c2ccccc2C)c(=O)n3CC(=O)c2ccccc2)C1	?
O=C(Nc1cc(C(F)(F)F)cc(C(F)(F)F)c1)Nc1cnn(-c2ccc([N+](=O)[O-])cc2)c1C(F)(F)F	-2%
O=C(NC12CC3CC(CC(C3)C1)C2)C1CCN(S(=O)(=O)Cc2ccc(F)cc2)CC1	7%
CC[C@@H](C)[C@H](NC(=O)[C@H](C)n1nnc2ccccc2c1=O)C(=O)O	-8%
CCc1ccccc1NC(=O)Cn1nnc(C(=O)Nc2ccc(OC)c(OC)c2)c1N	18%
Cn1cc(CNC(=O)C[C@@H]2C[C@H]3O[C@H](CNCc4ccncc4F)[C@@H](O)[C@H]3O2)cn1	2%[86.2 µM]
O=C(Nc1cccc2ccccc12)O[C@@H]1CO[C@H]2[C@@H]1OC[C@@H]2NC(=O)N1CCOCC1	-22%[86.2 µM]
Cc1cc(C)cc(NC(=O)CCC(=O)N2Cc3ccccc3Oc3ncccc32)c1	-20%

Six records picked at random from the list so far, as already listed:
SMILES	KDM5B inh
CC(=O)Nc1ccc(/C(C)=N\OC(C)C(=O)Nc2cccc(C)c2)cc1 (stereo not drawn)	12%
CC(=O)N1CCc2c(sc3c2c(=O)n(-c2ccccc2C)c(=O)n3CC(=O)c2ccccc2)C1	?
Cc1c(N)ccc(-n2nc3ccccc3n2)c1C	0%
CC(C)(C)c1[nH]c2c(F)cc(F)cc2c1C=O	-21%
Cc1cc(C(=O)N2CCC(c3n[nH]c(=O)n3Cc3ccccc3)CC2)on1	36%
CC(=O)Nc1cccc(NC(=O)CSc2cn(CC(=O)N3CCOCC3)c3ccccc23)c1	-2%

In a second layout: entries from further up
KDM5B inh	SMILES
-6%	C/C(=N/OCc1ccc(C(N)=O)cc1)c1cc2ccccc2o1
-2%	CCCN(CCC)S(=O)(=O)NCc1ccnc(OCc2ccccc2)c1
0%	Cc1c(N)ccc(-n2nc3ccccc3n2)c1C
-12%	CC(C)c1ccc(NC(=O)C2CCN(S(=O)(=O)c3ccc(Br)s3)CC2)cc1

The list continues:
SMILES	KDM5B inh
CC1CCc2noc(NC(=O)c3cc(=O)c4cc(Br)ccc4o3)c2C1 (stereo not drawn)	15%
COC(=O)c1ccccc1NC(=O)c1sc2nc(C)cc(C)c2c1NC(=O)c1ccccc1Cl	?
COC(=O)c1sc(=S)n(-c2cc(C)cc(C)c2)c1N	-3%
O=C(c1ccncc1)N1CCC2(CC1)CC(N(Cc1ccccc1)C1CC1)CCO2 (stereo not drawn)	-22%
COc1ccccc1C(=O)N1CCN(C(=O)c2nnn3c2COC(c2ccc(Cl)cc2)C3)CC1 (stereo not drawn)	8%
Nc1nc(Nc2cccc(Cl)c2)nc(NCc2ccco2)c1[N+](=O)[O-]	?
COc1ccccc1CN1CCNC(=O)C1CC(=O)N(C)Cc1nc(C)cs1 (stereo not drawn)	-50%
Cc1[nH]c2ccccc2c1SCCNC(=O)c1ccc(F)cc1	-20%
Cc1nc2cc(F)ccc2cc1C(=O)N1CCN(c2ccccc2)CC1	-4%
O=C(c1ccc(Cl)cc1)N1CCC(N2CCCC2)CC1	-20%[149 µM]
C=CCC(CC=C)(CNC(=O)C(=O)Nc1cccc(C(F)(F)F)c1)c1ccccc1	-29%
CCOc1cc(C)ccc1OCc1nnc(SCC(=O)NC2CCCCC2)n1C	-9%
Cc1cc(C)nc(NC(=O)c2ccccc2O)n1	20%
COc1ccc(C(=O)N[C@@H]2CCC[C@@H]2C(=O)N(C)CCc2ccccn2)cn1	11%
Cc1ccc(NC(=O)N[C@H]2C[C@@](O)(C(=O)N[C@H]3CCCNC3=O)C[C@@H](O)[C@@H]2O)cc1	-31%[86.2 µM]
CC(C)SCC(=O)N1CCCC(N2CCN(c3ccc(F)cc3)CC2)C1 (stereo not drawn)	25%
O=C(CC12CC3CC(CC(Br)(C3)C1)C2)NC1CCCC(C(F)(F)F)C1 (stereo not drawn)	15%
CC(=O)N1CCCc2cc(S(=O)(=O)N3CCC(C(=O)Nc4cccc(Cl)c4C)CC3)ccc21	19%
C=CCOC(=O)C(C#N)c1nc2ccccc2nc1N1CCCC1 (stereo not drawn)	?
Cc1noc([C@H]2CCN(CC3CC3)C[C@H]2NC(=O)C2CCOCC2)n1	-11%
COc1cccc(NC(=O)CCCn2c(=O)c3cccn3c3cccnc32)c1	?
COCCN(CCOC)C(=O)COC(=O)c1ccc(C#N)cc1	11%
CCc1nc2nccc(-c3ccsc3)n2n1	25µM*
COc1ccc(OC)c(NC(=O)Cc2c(C(=O)O)n(C)c3ccc(C)cc23)c1	-20%
Cc1ccc(NC(=O)Nc2c(NC3CCCCC3)c3ccccc3oc2=O)cc1F	16%

An excerpt from above in order of molecular weight, highest first:
SMILES	KDM5B inh
CC(=O)N1CCCc2cc(S(=O)(=O)N3CCC(C(=O)Nc4cccc(Cl)c4C)CC3)ccc21	19%
O=C(c1ccncc1)N1CCC2(CC1)CC(N(Cc1ccccc1)C1CC1)CCO2 (stereo not drawn)	-22%
COc1ccc(C(=O)N[C@@H]2CCC[C@@H]2C(=O)N(C)CCc2ccccn2)cn1	11%

Later entries
SMILES	KDM5B inh
COc1ccc(C2(C(=O)N3CC(CO)C4(CCNCC4)C3)CCCCC2)cc1 (stereo not drawn)	?
COCc1nc(CCNS(=O)(=O)c2ccc(OC)cc2)no1	14%
CN(Cc1ccsc1)Cc1nc(C(c2ccccc2)c2ccccc2)no1	-15%
CCOC(=O)c1cc(-c2cccs2)nc2c1c(C)nn2-c1ccccc1	-9%
Cc1ccccc1OCCn1c(CN(C)C(=O)c2ccco2)nc2ccccc21	7%
Cc1ccc(-c2ccc3nnc(CNC(=O)c4nccc5ccccc45)n3n2)cc1	32µM*
O=C(Cc1ccc(Br)cc1)N1CCN(c2cccc(Cl)c2)CC1	4%
COc1ccccc1CNC(=O)c1c(C)sc2ccn(Cc3ccc(F)cc3)c(=O)c12	-5%
O=C1CCN(C(=O)C2(c3ccccc3)CC2)CCCCCCN1	-16%
COCCn1c(C)cc(C(=O)N2CCC[C@H](n3c(=O)n(C)c4cccnc43)C2)c1C	0%
COc1ccc(S(=O)(=O)NC[C@H]2O[C@@H](CO)[C@@H](O)[C@H]2N2CCCC2)cc1	3%[86.2 µM]
Cc1cc(C)cc(CN2CCCCC23Cc2ccccc2CNC3=O)c1 (stereo not drawn)	-28%[149 µM]
Cc1c2cnn(CC(=O)NCc3ccccc3)c(=O)c2c(C)n1Cc1cccc(Cl)c1	-1%

Some of the compounds tested; rates above refer to the full screens.
